# All columns: NCI-60 one-dose screen, growth in % after 48 h at 10 µM unless noted; 100 = growth as untreated, 0 = no growth, -100 = all killed.
# SK-MEL-5: SK-MEL-5 melanoma; 80,000 compounds, 6.4% hits; AID 1794755
# SK-MEL-28: SK-MEL-28 melanoma | 81,000 compounds, 4.1% hits
# M14: M14 melanoma; 80,000 compounds, 6.2% hits; AID 1794745
# A549/ATCC: A549/ATCC NSCLC | AID 1794740 | 81,000 compounds, 3.7% hits
# HOP-62: HOP-62 NSCLC; 80,000 compounds, 3.9% hits
# HOP-92: HOP-92 NSCLC cells. AID 1794738. 71,000 compounds, 6.3% hits
# SK-MEL-2: SK-MEL-2 melanoma | 77,000 compounds, 4.7% hits | AID 1794763
# EKVX: EKVX NSCLC; 71,000 compounds, 3% hits; AID 1794765
# An asterisk follows results filed as active; x = not tested or not shown; & = joins results of further samples; [ ] = dose if it differs, or a comment. How the source made its calls: active means growth percent below 10; inactive means the rest.
SMILES,SK-MEL-5,SK-MEL-28,M14,A549/ATCC,HOP-62,HOP-92,SK-MEL-2,EKVX
CCOc1cc(CNc2ccc(N3CCOCC3)c(C(=O)O)c2)ccc1OC,99.8,100.1,96.5,93.0,102.8,109.9,98.7,96.9
Cc1ccc(S(=O)(=O)NC(=O)Nc2nc3ccc(C)cc3s2)cc1,105.6,115.8,101.2,101.8,98.0,85.6,112.2,98.8
CCOC(=O)c1cc(C(=O)c2ccc(O)c(O)c2)n2ccc(-c3ccn4c(C(=O)c5ccc(O)c(O)c5)cc(C(=O)OCC)c4c3)cc12,x,112.7,93.2,92.3,99.7,45.7,102.6,94.9
COc1ccc(Nc2nccc(N3CCN(c4c5ccc(Cl)cc5nc5ccc(OC)cc45)CC3)n2)cc1,x,105.1,88.4,75.2,95.6,x,x,x
Cc1ccc(/C=C/c2c(C(=O)/C=C/c3ccc(C(F)(F)F)cc3)c(C)nc3ccccc23)cc1,-86.4*,-63.2*,-35.8*,77.2,-37.2*,-76.0*,-20.0*,-31.6*
COc1ccc(-c2nc(SCC(C)C)nc(N3CCN(C)CC3)c2C#N)cc1,95.0,94.9,106.0,82.9,x,68.2,102.9,82.8
CC(C)C1=C[C@@]23CC[C@@H]4[C@](C)(CCC[C@@]4(C)C(=O)OCC#CCN4CCCC4)[C@H]2C[C@@H]1[C@H]1C(=O)OC(=O)[C@H]13,91.3,101.3,96.6,98.4,91.9,94.1,97.1,86.4
Cc1nc(/N=C(/N)N(C)C)[nH]c(=O)c1C,109.5,134.6,96.4,104.5,98.0,92.8,114.8,101.7
O=c1cc(Cn2cc[n+](Cc3ccc4ccccc4c3)c2)c2c(ccc3ccccc32)o1,101.6,111.3,96.8,100.5,96.5,91.8,106.5,97.3
O=C1c2ccccc2C(=O)c2c1ccc1[nH]c(-c3ccc(-c4nc5c6ccccc6c6ccccc6c5[nH]4)cc3)nc21,108.9,121.9,101.1,104.3,101.8,92.1,114.4,89.7
COc1ccc(C2=NN(C(=O)c3cc(-c4ccc(OC)cc4)nc4ccccc34)C(c3cc(-c4ccccc4)nn3-c3ccccc3)C2)cc1 (stereo unspecified),86.9,87.8,79.5,84.5,91.7,84.6,94.2,94.6
COc1cc2cc(Oc3ccc(NC(=O)Nc4ccc(F)c(C(F)(F)F)c4)cc3)c(C)nc2cc1OCCN1CCCCC1,-89.3*,-62.5*,-86.8*,-45.9*,95.4,33.5,101.6,57.6
Nc1ccccc1-c1cc2c(c3c1[nH]c1ccccc13)CCCC2,95.2,110.3,88.4,91.8,97.9,94.8,111.2,82.5
Cc1nc2c(cnn2-c2ccccc2)c(=O)n1-c1ccc(NC(=O)c2ccc(F)cc2)cc1,-15.4*,83.8,62.9,54.6,64.6,85.2,77.9,30.2
CSc1oc(-c2ccccc2)nc1S(=O)(=O)c1ccc(Br)cc1,112.6,123.3,100.7,88.3,92.7,66.3,111.1,97.6
CCC1(C)OC(=O)N(C)C1=O (stereo unspecified),106.7,112.0,104.7,109.0,111.6,96.6,113.8,104.8
Nc1nc(-c2ccc(Cl)cc2)cc(-c2ccc(OCc3nc4ccccc4[nH]3)cc2)n1,86.8,97.3,94.8,91.4,101.1,78.7,97.4,x
COc1ccc(Nc2ncccc2NC(=O)c2cn(Cc3cccc(Oc4ccccc4)c3)nn2)cc1OC,45.1,83.4,72.5,86.7,88.0,81.6,95.1,68.0
NC(=O)c1ccc(F)cc1,101.5,106.3,99.4,98.2,105.0,98.8,95.1,x
O=C1Cc2ccccc2C(=O)N1Nc1ccccc1,108.9,112.6,103.7,89.7,100.2,99.4,104.8,82.8
O=C(O)/C(=C\c1ccc([N+](=O)[O-])cc1)CCc1ccccc1,97.8,99.8,115.7,104.2,107.9,103.5,103.5,x
CCn1c(Sc2nnc(/N=C3\NC(=O)/C(=C/c4ccc([N+](=O)[O-])cc4)S3)s2)nc2c1c(=O)n(C)c(=O)n2C,96.2,97.0,96.4,97.2,100.1,81.1,107.5,106.9
CCCCNC(=S)NCCCC,111.6&102.2,108.8&109.4,97.0,99.2&97.8,103.7&93.0,74.7&88.6,139.3&105.4,109.0&91.4
CCSc1ccc(N2C(N)=NC(N)=NC2(C)C)cc1,76.4,97.4,49.8,19.5,66.4,73.8,94.7,86.1
O=c1nccc[nH]1,115.3,109.0,103.0,104.8,114.9,96.6,105.8,120.9

# Entries of single compounds as entered above. Screens in order: SK-MEL-5	SK-MEL-28	M14	A549/ATCC	HOP-62	HOP-92	SK-MEL-2	EKVX
# COc1ccc(-c2nc(SCC(C)C)nc(N3CCN(C)CC3)c2C#N)cc1 reads 95.0	94.9	106.0	82.9	x	68.2	102.9	82.8
# Nc1nc(-c2ccc(Cl)cc2)cc(-c2ccc(OCc3nc4ccccc4[nH]3)cc2)n1 reads 86.8	97.3	94.8	91.4	101.1	78.7	97.4	x
# CC(C)C1=C[C@@]23CC[C@@H]4[C@](C)(CCC[C@@]4(C)C(=O)OCC#CCN4CCCC4)[C@H]2C[C@@H]1[C@H]1C(=O)OC(=O)[C@H]13 reads 91.3	101.3	96.6	98.4	91.9	94.1	97.1	86.4

# Remaining list, next part.
SMILES,SK-MEL-5,SK-MEL-28,M14,A549/ATCC,HOP-62,HOP-92,SK-MEL-2,EKVX
CCN1C(=O)N(CC)C2SC(N/N=C/C=C/c3ccccc3OC)=NC21 (stereo unspecified),13.2,60.2,1.0*,27.1,47.3,39.1,51.5,46.8
O=C1CC(=O)N(CCc2ccccn2)C(=O)N1CCc1ccccn1,104.3,95.5,94.2,100.3,72.9,99.6,99.1,104.8
C#CCC1(c2cc3ccccc3s2)NS(=O)(=O)c2ccccc21 (stereo unspecified),99.5,101.1,92.8,110.7,77.3,108.3,92.3,96.0
O=C(NO)C(=O)NCc1ccccc1,98.8,106.7,105.2,96.2,97.3,98.7,114.6,x
CCNc1ncnc2[nH]ncc12,100.7,110.5,107.2,107.0,103.2,101.4,101.2,88.6
CCc1c(Cl)nc(N)nc1Nc1ccccc1Cl,101.0,99.8,111.1,103.7,104.6,93.1,115.8,94.2
Cc1cccc2cc(-c3cc4ccccc4[nH]3)/c(=N/C(=O)Nc3ccc(Cl)cc3)oc12,96.2,108.3,96.3,114.1,90.5,99.0,105.8,66.9
S=C(N/N=C/c1ccc(Cl)cc1)N/N=C/c1ccc(Cl)cc1,99.0,118.4,107.2,100.3,108.4,100.1,103.3,98.5
COc1ccc(/C=C/c2ccc(/C=C/C(=O)c3ccc(Cl)cc3)cc2)cc1,106.8,111.9,104.4,91.8,105.1,98.6,100.7,x
O=C(c1ccc(F)cc1)N1CCn2c(nnc2C(F)(F)F)C1,99.4,104.9,100.8,97.2,104.0,125.8,105.8,96.3
Cc1cc(C)n(C(=O)c2cnn(-c3ccc(S(N)(=O)=O)cc3)c2N)n1,x,x,93.5,x,95.9,x,94.5,101.0
COC(=O)c1sc(-c2ccccc2)c2sc(N)nc12,97.1,105.7,x,85.8,69.3,84.1,91.7,96.9
Cc1ccc(NC(=O)CSc2nc3ccccc3c(=O)n2CCc2ccccc2)c(C(=O)O)c1,105.4,108.4,97.8,98.0,94.4,x,89.8,73.4
COc1ccc2nc3cc(Cl)ccc3c(NCCCCCN3CCCCC3)c2c1,-96.9*,-79.9*,-81.9*,-33.1*,-31.6*,-56.4*,-71.8*,x
CCn1c2ccc(/C=N/NS(=O)(=O)CCN(C)C)cc2c2cc(/C=N/NS(=O)(=O)CCN(C)C)ccc21,-96.7*,106.0,103.5,100.7,82.7,92.2,105.0,110.4
Cc1cc(=O)oc2cc(OCC(O)CNN3C(=O)c4cccc5c(N6CCOCC6)ccc(c45)C3=O)ccc12 (stereo unspecified),103.4,112.7,110.0,103.2,110.4,43.4,102.5,96.4
O=C(CCl)n1nnnc1Cc1ccccc1,109.2,110.3,98.6,92.2,90.2,101.6,86.9,105.3
CC(=O)Nc1nonc1-c1nc2ccccc2n1Cc1ccc(C(C)(C)C)cc1,79.9,101.0,92.0,72.2,100.5,57.1,x,x
CN(C)C=Nc1ccccc1,102.3,107.4,110.3,93.5,102.0,90.5,108.8,136.6
O=C1C=CC(=O)N1CO,113.7,116.6,109.4,108.9,115.4,120.3,122.8,137.7
COC(=O)c1[nH]nc2c1C1(C(=O)Nc3ccc(OC(F)(F)F)cc31)C(C#N)=C(N)O2 (stereo unspecified),100.1,111.4,99.6,103.8,102.3,x,100.7,98.7
COc1ccc(OC)c(/C(C)=N/NC(=O)CSc2nc3ccccc3c(=O)n2Cc2ccc(S(N)(=O)=O)cc2)c1,91.9,106.1,102.7,96.0,93.8,91.3,111.3,96.8
CN1CC[C@H](c2c(O)cc(O)c3c(=O)cc(-c4ccccc4Cl)oc23)[C@H](O)C1,-19.0*,-29.4*,-50.1*,5.9*,-17.2*,-6.9*,x,0.3*
O=C1/C(=C\c2cccn2Cc2ccccc2)c2ccccc2N1c1c(Cl)cccc1Cl,-5.3*,98.4,77.0,53.1,77.2,1.7*,45.7,38.8
CC(C)C1=C[C@@]23CC[C@@H]4[C@](C)(CCC[C@]4(C)C(=O)NCc4ccccc4)[C@H]2C[C@@H]1[C@H]1C(=O)CCC(=O)[C@H]13,69.3,68.6,86.9,81.6,94.4,68.9,99.2,49.8

# Only SK-MEL-28, for some of the entries so far:
smiles,SK-MEL-28
CC(=O)Nc1nonc1-c1nc2ccccc2n1Cc1ccc(C(C)(C)C)cc1,101.0
CN(C)C=Nc1ccccc1,107.4
O=C1C=CC(=O)N1CO,116.6
COC(=O)c1[nH]nc2c1C1(C(=O)Nc3ccc(OC(F)(F)F)cc31)C(C#N)=C(N)O2 (stereo unspecified),111.4
COc1ccc(OC)c(/C(C)=N/NC(=O)CSc2nc3ccccc3c(=O)n2Cc2ccc(S(N)(=O)=O)cc2)c1,106.1
CN1CC[C@H](c2c(O)cc(O)c3c(=O)cc(-c4ccccc4Cl)oc23)[C@H](O)C1,-29.4*
O=C1/C(=C\c2cccn2Cc2ccccc2)c2ccccc2N1c1c(Cl)cccc1Cl,98.4

# More entries.
SMILES,SK-MEL-5,SK-MEL-28,M14,A549/ATCC,HOP-62,HOP-92,SK-MEL-2,EKVX
Cc1cnc(/C=N\NC(N)=S)c2cccc(N)c12,54.8,34.5,-24.7*,11.6,11.3,x,-6.2*,29.5
CC(C)C(/C=N/N=C(N)N)=N\N=C(N)N,108.0,108.2,96.8,98.8,97.1,81.8,117.2,x
CCCC(CCC)NC(CC)CO (stereo unspecified),102.4,116.4,103.8,100.8,94.9,101.2,111.7,111.7
COc1ccc(C2=NN(c3nc(-c4ccccc4)c(C#N)c(=O)n3C)C(c3ccc(OC)cc3)C2)cc1 (stereo unspecified),93.8,98.3,107.4,100.6,108.9,58.4,108.3,x
COC(=O)/C(=N\Nc1nc(=S)[nH]n1N)C(C#N)c1ccccc1 (stereo unspecified),93.8,107.7,106.3,94.5,94.2,95.0,107.9,103.2
CC(C)(C)C1CCN(Cc2ccccc2)CC1,100.8,106.0,100.7,103.1,91.2,x,x,x
COc1ccc2c(c1)c(-c1nnc(N)nc1-c1c[nH]c3ccc(F)cc13)cn2C,35.4,67.5,32.8,50.7,54.7,68.7,36.3,55.5
CC(COC(=O)c1ccc([N+](=O)[O-])cc1)C1CCCCC1 (stereo unspecified),103.3,105.4,98.9,106.1,104.5,x,111.0,x
Cc1ccc(NC(=O)c2ccc(CN3CCN(C)CC3)c(I)c2)cc1Oc1ccc(-c2[nH]nc3ncnc(N)c23)cc1,62.6,-84.6*,x,66.1,104.8,83.4,86.4,100.0
O=C(c1ccc(O)cc1)[C@@H]1[C@@H]2CCCN2[C@@]2(C(=O)N(C(=O)c3cccs3)c3ccccc32)[C@H]1c1ccc(F)cc1,98.4,111.7,101.1,94.1,91.5,87.7,110.7,85.6
C/C(=C(/C)C1CC1CCNS(=O)(=O)c1ccc(C)cc1)c1cc(C)cc(C)c1 (stereo unspecified),98.7,96.2,99.5,106.7,111.9,108.1,95.1,83.9
COc1ccc(NC2=C(Br)C(=O)C(C)=C(C)C2=O)cc1OC,69.7,112.1,104.5,98.7,104.3,-60.8*,106.1,80.8
C/C(=N/NC(=O)c1sc(=S)n(C)c1N)c1cc2cc(Br)ccc2o1,79.1,101.2,72.1,80.7,94.4,85.3,98.0,73.1
Cc1nccc2c3ccc(OCc4cn(-c5ccccc5)nn4)cc3n(CCCc3ccccc3)c12,80.4,99.0,83.3,52.2,78.2,57.3,91.7,69.9
CNCCCn1c2c(c3ccc(F)cc3c1=O)C(=O)c1cc(OC)cnc1-2,-97.3*,9.8*,-10.8*,-71.2*,-30.0*,-12.4*,-9.7*,-13.2*
C=C(C)[C@@H]1C/C=C(\COC(=O)[C@H](OC(C)=O)C(NC(=O)c2ccccc2)c2ccccc2)CC[C@H]2O[C@]2(C)CC/C=C(\C)CC1 (stereo partly specified),71.4[5 µM],77.1[5 µM],34.3[5 µM],73.1[5 µM],75.3[5 µM],13.3[5 µM],76.2[5 µM],64.5[5 µM]
CN(C)S(=O)(=O)c1cccc(C(=O)Nc2sc3c(c2C(N)=O)CCC3)c1,101.3,103.2,108.6,98.0,107.8,101.2,95.8,105.5
NC1(C(=O)O)c2ccccc2-c2ccccc21,103.0,109.6,97.8,94.4,96.8,105.3,107.2,98.7
COc1cc2c(cc1[N+](=O)[O-])-c1ccc([N+](=O)[O-])cc1/C2=N\O,75.4,99.7,93.9,83.5,110.2,100.3,92.6,76.7
COc1ccc(-c2nc(Nc3ccccc3S(N)(=O)=O)c3ccccc3n2)cc1,61.3,76.7,75.8,-2.7*,77.7,4.2*,109.9,65.0
CCOc1ccccc1C(=O)N1CCN(c2cc(Cl)cc(Cl)c2)CC1,-44.1*,54.7,-23.3*,19.3,27.1,18.2,18.5,34.1

# Retrieved by compound from above (2):
SMILES,SK-MEL-5,SK-MEL-28,M14,A549/ATCC,HOP-62,HOP-92,SK-MEL-2,EKVX
Cc1nccc2c3ccc(OCc4cn(-c5ccccc5)nn4)cc3n(CCCc3ccccc3)c12,80.4,99.0,83.3,52.2,78.2,57.3,91.7,69.9
CCCC(CCC)NC(CC)CO (stereo unspecified),102.4,116.4,103.8,100.8,94.9,101.2,111.7,111.7

# Screening data (PubChem)
